Compound activity deposited in PubChem BioAssay by National Center for Advancing Translational Sciences (NCATS).
KinaseGlo FLuc = blocks Kinase-Glo luciferase, a counter-screen artifact. Kinase-Glo luciferase, ATP luminescence, 8 min. AID 1379. Potency, µM (highest dose often 38.3 µM), for the others: top-dose activity change, negative = inhibition, hits mostly inhibitors. 200,000 compounds, 0.28% hits; further: potency means the concentration at half of the fitted maximal effect; on the % scale 0 is the no-effect control and ±100 the full control effect; nearly all actives have a fitted effect of over 60% in size
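Luminescence was the read-out, taken after 8-minute incubation at ambient temperature. Luciferase turned over luciferin with 10 uM ATP in imidazole pH 7.2 buffer containing KCl, MgCl2, Tween 20 and BSA.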
CBFb-RUNX1 inh = CBF-beta/RUNX1 interaction disruption. Q01196+Q13951. AlphaScreen CBFb-His/RUNX1-biotin binding, biochemical. Potency, µM (top dose mostly 59.8 µM), for inactives: at the highest dose activity, negative = inhibition, most hits filed as inhibitors. 230,000 tested, under 10 active; further: % of control where 0% means no effect
Target sequence (Q01196 whole entry, looked up): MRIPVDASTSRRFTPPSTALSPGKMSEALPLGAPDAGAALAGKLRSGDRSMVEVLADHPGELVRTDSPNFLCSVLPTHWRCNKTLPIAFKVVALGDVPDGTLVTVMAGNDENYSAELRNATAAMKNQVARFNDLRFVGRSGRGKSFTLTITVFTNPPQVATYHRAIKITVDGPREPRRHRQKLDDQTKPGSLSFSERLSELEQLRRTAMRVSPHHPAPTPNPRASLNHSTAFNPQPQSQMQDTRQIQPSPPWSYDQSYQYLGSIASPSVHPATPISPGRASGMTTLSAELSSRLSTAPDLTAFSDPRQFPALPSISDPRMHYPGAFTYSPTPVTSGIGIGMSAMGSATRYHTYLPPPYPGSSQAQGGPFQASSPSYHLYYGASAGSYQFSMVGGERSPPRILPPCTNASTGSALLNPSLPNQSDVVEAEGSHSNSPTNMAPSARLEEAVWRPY
Target sequence (Q13951 whole entry, looked up): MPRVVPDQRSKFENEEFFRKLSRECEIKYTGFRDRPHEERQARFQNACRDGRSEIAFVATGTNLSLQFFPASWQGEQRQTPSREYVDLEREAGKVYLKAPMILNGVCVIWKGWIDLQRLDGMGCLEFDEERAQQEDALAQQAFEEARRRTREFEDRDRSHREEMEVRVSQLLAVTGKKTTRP
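AlphaScreen proximity signal reports loss of binding between His-tagged CBF-beta and biotin-labelled RUNX1, each at 30 nM. Proteins are pre-associated for 20 minutes, compounds added for 15 minutes, then beads for 90 minutes, all at ambient temperature.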
aGal spleen mod = inhibitors or activators of human alpha-galactosidase in spleen homogenate | P06280 | human spleen homogenate, 4MU-alpha-Gal fluorescence, 40 min | Potency, µM (titrated, usually from 80 µM), without a hit: at the top dose activity change, negative = inhibition, hits mostly inhibitors | 240,000 compounds, 0.008% hits | AID 2107;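 further: potency means the concentration at half of the fitted maximal effect; 0% = enzyme with vehicle and -100% = no enzyme basal signal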
Target sequence (P06280 32-429 limits assumed): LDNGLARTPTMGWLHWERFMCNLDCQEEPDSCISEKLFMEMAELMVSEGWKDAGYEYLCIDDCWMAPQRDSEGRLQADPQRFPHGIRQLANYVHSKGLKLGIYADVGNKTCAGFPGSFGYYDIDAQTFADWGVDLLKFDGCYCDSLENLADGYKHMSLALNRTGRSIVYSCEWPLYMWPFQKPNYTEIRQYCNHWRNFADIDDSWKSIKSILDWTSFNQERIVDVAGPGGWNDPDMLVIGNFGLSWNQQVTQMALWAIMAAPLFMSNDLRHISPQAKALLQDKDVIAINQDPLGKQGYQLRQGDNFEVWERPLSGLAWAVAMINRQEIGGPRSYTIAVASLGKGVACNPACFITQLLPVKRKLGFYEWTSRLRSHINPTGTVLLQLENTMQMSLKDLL
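Human spleen homogenate (1 ug) was the enzyme source, with 4-methylumbelliferyl-alpha-D-galactopyranoside (1 mM final) in pH 5.0 citrate buffer with 0.01% Tween-20. Compounds were titrated; after 40 min at 37C, NaOH/glycine stop, 4-MU fluorescence read; AC50 from Hill fits.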
IMPase Li inh = membrane-permeable IMPase blocker, potentiated with lithium | CHO-M1 cells, IP1 TR-FRET (IP-One), carbachol + lithium | Potency, µM (titrated, usually from 59.4 µM), inactives show top-dose activity, negative = IMPase inhibition, usual class: inhibitors | 210,000 compounds, 0.35% hits | AID 1457;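 further: IP1 builds up when IMPase is blocked and the TR-FRET signal falls; potency means the concentration at half of the fitted maximal effect; plate controls were basal vehicle for no effect and high inhibitor control for full effect; nearly all actives have a fitted effect of over 50% in size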
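Test compounds were applied to CHO-M1 cells previously cultured for 16–30 h at 2000 per well. A small lithium amount accompanied them; after 30 min at 37C, IP1 was quantified by TR-FRET.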
LMNA splice mod = changes lamin A minigene splicing in HeLa cells | HeLa LMNA splicing GFP/RFP minigene ratio, 48 h | Potency, µM (highest dose often 46.1 µM), inactives show at the top dose ratio change, negative = inhibition, hits mostly inhibitors | 200,000 compounds, 0.01% hits | AID 1487; active means well fitted inhibition curve with a large enough effect in the signal ratio, with a control signal flat, not every such curve was filed as active; inconclusive means small, poorly fitted or top-dose-only effect, or effect the other way, or a change in a side signal; the % refers to the signal ratio; further: potency means the concentration at half of the fitted maximal effect; on the % scale 0 is the no-effect control and ±100 the full control effect
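S3 HeLa stable clones carrying a lamin A-EGFP splicing minigene plus DsRed2 were seeded at 600 cells/well in Opti-MEM with 2% FBS, pin-dosed and incubated 48 h at 37°C. Acumen cytometry (488 nm) gave the GFP/RFP total-intensity ratio.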
Epigenetic derep = epigenetic control regulation, reporter derepression; murine LDR cells, GFP reporter derepression, 30 h; Potency, µM (doses to about 53.9 µM), for inactives: at the highest dose GFP activation, actives largely listed as activators; 280,000 compounds, 0.2% hits; further: potency means the concentration at half of the fitted maximal effect; % of control where 0% means no effect; nearly all actives have a fitted effect of over 60% in size
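Reporter derepression read as number of fluorescent GFP-positive objects, 20-120 um in size, counted by laser-scanning cytometer. Mouse LDR line with an epigenetically silenced CMV-GFP locus; compound incubation 30 h, 37 C.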
NPSR antag = neuropeptide S receptor (human) antagonism, cAMP | Q6W5P4 | CHO-NPSR cells, cAMP TR-FRET, antagonist mode | Potency, µM (series often up to 38.3 µM), without a hit: top-dose activity change, negative = inhibition, most hits filed as inhibitors | 220,000 compounds, 1% hits | AID 1461; further: potency means the concentration at half of the fitted maximal effect; on the % scale 0 is the no-effect control and ±100 the full control effect; nearly all actives have a fitted effect of over 50% in size; many of its hits are not listed in these tables
* marks the source's active call; other numbers are inactive results; ? = inconclusive; / = not tested or not shown; [ ] = another dose, or the depositor's remark. Unless noted, the call rests on the fitted dose curve; in most records, active means well fitted curve in the direction sought with a large enough effect; inconclusive means small, poorly fitted or top-dose-only effect, or another doubt; inactive means no such curve, though single readings can be large; an effect the other way counts as inactive or inconclusive. Not all compounds are listed (hit frequency here may not be typical).

cpd | smiles | KinaseGlo FLuc | CBFb-RUNX1 inh | aGal spleen mod | IMPase Li inh | LMNA splice mod | Epigenetic derep | NPSR antag
1 | COC(=O)C(CO)NC(=O)C(C)NC(=O)CNC(=O)OCc1ccccc1 (configuration not stated) | 1% | 1% | 5% | 2% | / | 5.9% | 15%
2 | COc1ccc(NC(=O)/C(C#N)=C/c2cc(C)n(-c3ccc(N4CCOCC4)c([N+](=O)[O-])c3)c2C)cc1 | 3% | -2% | 2% | 4% | ? | -0.1% | 0%
3 | COCc1[nH]nc2c1C(c1sccc1C)C(C#N)=C(N)O2 (configuration not stated) | 1% | 1% | 3% | -7%[38.3 µM] | -1% | -1.1% | 0%[46.1 µM]
4 | COC(=O)CC1C(=O)NCCN1C(=O)CSc1nnnn1-c1ccc(Cl)cc1 (configuration not stated) | 0% | 11% | -9% | 4% | / | -1.1% | 36%
5 | CC1=CC2=NC(=O)/C(=C\c3cccn3CCOc3cc(C)ccc3C)C(=N)N2O1 | -2% | -14% | 2% | 4% | ? | 0.0% | -55%
6 | O=C(CC1(O)C(=O)Nc2ccccc21)c1ccccc1O (configuration not stated) | 5% | 3% | 10% | -3%[38.3 µM] | ? | ? | ?
7 | O=S(=O)(c1ccccc1)c1cnn(-c2ccccc2)c1-c1ccc(Cl)cc1 | -1% | 5% | 11% | -2%[38.3 µM] | ? | 0.9% | ?
8 | CCOc1ccccc1Cn1c(=O)oc2ccc(C)cc21 | 4% | 11% | -18% | 15% | ? | -1.0% | -29%
9 | O=c1cc(N2CCc3ccccc3C2)[nH]c(=O)n1Cc1ccc(F)cc1 | -1% | 0% | 4% | -2% | -5% | 3.5% | 10%[46.1 µM]
10 | COc1ccc(-c2cn[nH]c2C)cc1 | / | -4% | 3% | / | / | 0.1% | 2%
11 | Cc1ccc(NC(=O)c2ccccc2Cl)cc1-n1cnnn1 | 0% | -1% | -6% | 10% | 9%[46 µM] | -5.7% | 12%
12 | Cc1ccc(Sc2cc(N3CCOCC3)nc(-c3ccccc3)n2)cc1 | -1% | 4% | 3% | -18%[38.3 µM] | -4% | -2.3% | -12%[46.1 µM]
13 | CC1(C)CC(=O)C(C=NCCN2CCN(CC(=O)Nc3ccc(F)cc3)CC2)=C(O)C1 | / | 8% | 4% | / | / | -2.5% | 16%
14 | CCC(=O)N(Cc1cc(=O)[nH]c2ccccc12)c1ccccc1 | / | 1% | -11% | / | / | 1.6% | -9%
15 | CCCCN1C(=O)CCC(C(=O)O)C1c1ccccc1 (configuration not stated) | 0% | -3% | 9% | 2%[38.3 µM] | -11% | 0.0% | -3%[46.1 µM]

(continued)
cpd | smiles | KinaseGlo FLuc | CBFb-RUNX1 inh | aGal spleen mod | IMPase Li inh | LMNA splice mod | Epigenetic derep | NPSR antag
16 | CCOC(=O)C1C(CC)NC(=S)NC1(C)O (configuration not stated) | -1% | 6% | 4% | 1% | / | -0.1% | 14%
17 | Cc1cc(-n2nc(C)cc2C)n2ncc(-c3ccccc3)c2n1 | -1% | 14% | -11% | 16%[38.3 µM] | 0% | -0.4% | 6%[46.1 µM]
18 | CCOc1ccccc1C(=O)NC(C(=O)OCC(=O)Nc1nnc(-c2ccccc2)o1)C(C)C (configuration not stated) | 5% | 18% | -8% | 36%[activator][38.3 µM] | -7% | -17% | -7%[46.1 µM]
19 | CCCOc1ccc(C(=O)NCCc2ccccc2)cc1 | -11% | 9% | -6% | -1% | / | -2.9% | -22%
20 | O=S(=O)(NCc1ccc(F)cc1)c1ccc2c(c1)OCCO2 | -4% | 0% | 7% | 4%[38.3 µM] | 5% | -1.0% | -11%[46.1 µM]
21 | Cc1cc(Nc2ccc(F)cc2C)n2ncnc2n1 | 1% | 8% | -5% | 14%[38.3 µM] | -5% | 0.0% | 3%[46.1 µM]
22 | CCOc1cccc(/C=C/c2cc(C(=O)O)c3ccccc3n2)c1OC | / | 2% | 0% | / | / | -1.4% | -27%
23 | COc1ccc(NC(=O)/C(=C\c2cc(OC)c(OC)cc2[N+](=O)[O-])NC(=O)c2ccccc2)cc1 | 2% | -1% | 6% | -8%[38.3 µM] | 9% | -3.2% | ?
24 | CCCN(Cc1ccccc1)C(=S)Nc1ccc(C(C)=O)cc1 | 5% | -8% | -1% | 14% | -11%[46 µM] | 0.0% | -24%
25 | O=C(Nc1ccc2c(c1)OCO2)N1CCN(c2ccc(F)cc2)CC1 | 0% | -1% | 1% | 0% | 14%[46 µM] | -5.5% | 4%
26 | C=CCn1cc(C(=O)NCCCOC)c(=O)c2cc(S(=O)(=O)N(CC)CC)ccc21 | 1% | 2% | 3% | 3%[38.3 µM] | 4% | -1.1% | -14%[46.1 µM]
27 | COC(=O)C(NC(C)=O)(Nc1ccc(Br)cc1)C(=O)OC | 0% | 0% | 6% | -5%[38.3 µM] | -5% | 4.3% | 7%[7.67 µM]
28 | O=S1(=O)NC(=NCCOCCO)c2ccccc21 | -1% | 0% | 4% | 2% | 7%[46 µM] | 2.2% | 12%
29 | OCCN1CCN(CC#CCC(c2ccccc2)c2ccccc2)CC1 | / | 2% | 0% | / | / | -1.7% | 5%
30 | O=C(O)CSC(=S)N1CCCC1 | / | 5% | 3% | / | / | 1.1% | 9%

An excerpt of these results, with one line to a screen.
20. O=S(=O)(NCc1ccc(F)cc1)c1ccc2c(c1)OCCO2
29. OCCN1CCN(CC#CCC(c2ccccc2)c2ccccc2)CC1

entry no. | 20 | 29
KinaseGlo FLuc | -4% | /
CBFb-RUNX1 inh | 0% | 2%
aGal spleen mod | 7% | 0%
IMPase Li inh | 4%[38.3 µM] | /
LMNA splice mod | 5% | /
Epigenetic derep | -1.0% | -1.7%
NPSR antag | -11%[46.1 µM] | 5%

The main list resumes with the 2 entries that preceded the break.
item	SMILES	KinaseGlo FLuc	CBFb-RUNX1 inh	aGal spleen mod	IMPase Li inh	LMNA splice mod	Epigenetic derep	NPSR antag
29	OCCN1CCN(CC#CCC(c2ccccc2)c2ccccc2)CC1	/	2%	0%	/	/	-1.7%	5%
30	O=C(O)CSC(=S)N1CCCC1	/	5%	3%	/	/	1.1%	9%
31	COc1ccc(C(=O)Nc2ccc(S(=O)(=O)N3CCCCC3C)cc2)c(OC)c1OC (configuration not stated)	-3%	3%	-7%	3%[38.3 µM]	?	0.0%	?
32	Cc1cccc(NC2=C(Cl)C(=O)OC2NC(=O)c2ccccc2)c1 (configuration not stated)	-3%	6%	5%	5%[38.3 µM]	-13%	-0.7%	-11%[46.1 µM]
33	COc1ccc(-c2nnc(NC(=O)CSc3ccc(C)cc3)s2)cc1OC	-1%	-4%	-1%	-14%	2%	-1.3%	-4%
34	CN1CCN(NC(=O)Nc2cccc(Cl)c2Cl)CC1	2%	9%	2%	7%	/	-0.4%	17%
35	O=C(CN1CCN(Cc2ccc(F)cc2Cl)C1=O)NCc1cccs1	-2%	-7%	-6%	-1%	/	1.1%	16%
36	O=C(NCCSc1ccc(Cl)cc1)c1ccc(CN2CCOCC2)cc1	-4%	1%	-18%	2%	/	-0.1%	6%
37	COc1ccc(CCCC(=O)N/N=C/c2cccc(OC)c2O)cc1C	-1%	-7%	0%	4%	?	-1.9%	7%
38	CCOC(=O)CCN1C(=O)[C@H]2[C@H]3[C@H](O)[C@H](O)C/C(=N/OCC(C)C)[C@H]3CC[C@@H]2C1=O	/	-3%[13.1 µM]	-11%[17.5 µM]	/	/	0.0%[10.1 µM]	/
39	CS/C(=C(/C#N)S(=O)(=O)c1ccc(Cl)cc1)N1CCOCC1	/	2%	-5%	/	/	3.0%	6%
40	O=C(COC(=O)C1(c2ccc(Cl)cc2)CCCC1)Nc1ncc(C(F)(F)F)cc1Cl	-2%	9%	11%	16%	?	1.1%	-25%
41	COc1cc(NC2c3ccccc3C(=O)N2Cc2ccccc2Cl)cc(OC)c1 (configuration not stated)	/	-8%	2%	/	/	4.9%	?
42	COC(=O)c1ccc(NC(=O)CN(c2ccc3c(c2)OCO3)S(C)(=O)=O)cc1	3%	-15%	3%	0%	0%	-1.3%	-7%
43	COc1ccc(Nc2nc(-c3cccs3)nc3ccccc23)c(OC)c1	2%	?	-1%	7%	?	0.1%	-19%
44	CC1CN(C(=S)NC(=O)C2CCCCC2)CC(C)O1 (configuration not stated)	-1%	2%	-8%	3%	0%	0.9%	11%
45	COc1ccc(S(=O)(=O)N2CCOCC2)cc1C(=O)Nc1nc2ccccc2s1	5%	7%	5%	-18%[38.3 µM]	-1%	0.0%	?
46	Cc1nn(C)c(C)c1CN(Cc1nc(CCC(C)C)no1)C(C)C	0%	11%	0%	17%	27%[46 µM]	2.1%	9%
47	Cc1ccc2nc(N/C(N)=N/S(=O)(=O)c3ccc([N+](=O)[O-])cc3)nc(C)c2c1	-1%	-21%	-2%	8%	?	-1.1%	5%
48	Cc1ccc2c(c1)Oc1ccc(NC(=O)CCl)cc1C(=O)N2	0%	5%	-10%	-2%	/	0.0%	31%
49	CN(C)c1ccc(/C=N/NC(=O)CCCO)cc1	-1%	-8%	?	17%	/	-1.4%	5%
50	CCN1CCN(c2nc3c(c(=O)n(C)c(=O)n3C)n2CCSc2ncccn2)CC1	-3%	3%	2%	28%[38.3 µM]	6%	-1.1%	-8%[46.1 µM]
51	CCc1nc2ccccc2n(CC)c1=O	-2%	5%	3%	-14%[38.3 µM]	?	-5.6%	9%[46.1 µM]
52	Cc1c(NC(=O)CCC(=O)N2CCOCC2)c(=O)n(-c2ccccc2)n1C	-3%	7%	3%	5%	-6%	0.0%	-9%[46.1 µM]
53	O=C(Nc1ccccc1)N1CC2(CCN(C(=O)c3cc(C(F)(F)F)cc(C(F)(F)F)c3)CC2)C1	-1%	/	7%	0%	/	/	/
54	Cc1cc(NC(=O)CSc2nc(C(C)C)nc3sc(C)c(C)c23)no1	3%	3%	0%	?	13%	-1.0%	-5%[46.1 µM]

Molecules from the list above containing a nitro group on carbon:
item	SMILES	KinaseGlo FLuc	CBFb-RUNX1 inh	aGal spleen mod	IMPase Li inh	LMNA splice mod	Epigenetic derep	NPSR antag
2	COc1ccc(NC(=O)/C(C#N)=C/c2cc(C)n(-c3ccc(N4CCOCC4)c([N+](=O)[O-])c3)c2C)cc1	3%	-2%	2%	4%	?	-0.1%	0%
23	COc1ccc(NC(=O)/C(=C\c2cc(OC)c(OC)cc2[N+](=O)[O-])NC(=O)c2ccccc2)cc1	2%	-1%	6%	-8%[38.3 µM]	9%	-3.2%	?
47	Cc1ccc2nc(N/C(N)=N/S(=O)(=O)c3ccc([N+](=O)[O-])cc3)nc(C)c2c1	-1%	-21%	-2%	8%	?	-1.1%	5%
